High-throughput results deposited in PubChem by several laboratories.
Redox H2O2 prof = compounds producing H2O2 with reducing agent – biochemical, NIH compound library profiling, artefact control for MLSCN library redox annotation, primary screen. DTT-dependent redox cycling H2O2, phenol red/HRP absorbance; 100% = 100 µM peroxide control, 0% = buffer. activation, % at 10 µM. 0.03% of 200,000 active;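 active means activation of at least 50% relative to the plate's high and low controls in the primary single-dose screen; inactive means activation below 50%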;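 further: compound incubated with DTT at 0.8 mM final as the reducing agent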
bIAP inh = intestinal alkaline phosphatase (bovine) inhibition. purified bovine IAP, CDP-star luminescence, 30 min. inhibition, % at 20 µM. 190,000 tested, under 10 active;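 active means over 50% inhibition of intestinal alkaline phosphatase at 20 µM in the single-dose screen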
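Assay system: bovine IAP enzyme; medium: DEA buffer 100 mM, pH 9.8, with MgCl2 1.0 mM, ZnCl2 0.02 mM; doses: 20 µM single dose; incubation: enzyme reaction for 30 min at room temperature; detection: CDP-star luminescence signal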
ROMK mod = modulates human ROMK potassium channel activity; P48048; Tet-inducible ROMK, thallium flux fluorescence; actives lie on both sides; B-score at 10 µM; 2% of 130,000 active; AID 1918;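 active means signal ratio slope over the read window, or its plate-corrected B-score, at least 3 SD from the plate mean, either direction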;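 further: B-score of the F/F0 ratio slope over 7 to 12 s after thallium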
Target sequence (P48048 whole entry, looked up): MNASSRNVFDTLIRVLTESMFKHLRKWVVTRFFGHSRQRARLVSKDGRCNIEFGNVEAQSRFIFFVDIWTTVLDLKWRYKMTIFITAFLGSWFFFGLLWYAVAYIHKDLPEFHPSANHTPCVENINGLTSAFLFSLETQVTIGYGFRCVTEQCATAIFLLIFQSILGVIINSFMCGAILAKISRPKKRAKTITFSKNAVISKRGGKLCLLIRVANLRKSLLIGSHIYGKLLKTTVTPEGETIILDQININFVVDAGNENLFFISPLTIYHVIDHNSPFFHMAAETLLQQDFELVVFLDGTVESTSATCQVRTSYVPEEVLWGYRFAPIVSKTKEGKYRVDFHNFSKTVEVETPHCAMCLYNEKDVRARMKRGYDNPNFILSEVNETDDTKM
S1P3 antag = antagonists of human S1P3 receptor; CHO S1P3 NFAT-BLA reporter, FRET fluorescence, antagonist mode; 0.27% of 170,000 active; Q99500; inhibition, % at 4.98 µM;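 active means inhibition above the plate cutoff, the mean inhibition of test wells on that plate plus 3 SD, cut at about 28% in these data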;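 further: cells challenged with S1P at its EC80 of 0.8 µM; blue over green emission ratio from cleaved BLA substrate after 4 h stimulation; 0% = S1P-stimulated wells and 100% = unstimulated DMSO-only wells; some compounds past the cut are filed as inactive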
Target sequence (Q99500 whole entry, looked up): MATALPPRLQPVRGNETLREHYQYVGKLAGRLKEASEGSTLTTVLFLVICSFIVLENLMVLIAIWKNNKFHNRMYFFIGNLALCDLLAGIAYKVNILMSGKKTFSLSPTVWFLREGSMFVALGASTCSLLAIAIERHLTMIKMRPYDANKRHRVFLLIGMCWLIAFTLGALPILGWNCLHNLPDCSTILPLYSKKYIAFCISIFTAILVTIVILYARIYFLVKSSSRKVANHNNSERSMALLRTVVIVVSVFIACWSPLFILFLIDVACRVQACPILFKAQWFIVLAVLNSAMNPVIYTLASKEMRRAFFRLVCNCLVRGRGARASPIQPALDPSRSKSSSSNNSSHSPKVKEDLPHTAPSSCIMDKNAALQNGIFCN
SRC2 TRFRET art = flags TR-FRET format artefacts in PPARgamma SRC-2 recruitment agonist screen. TR-FRET artefact counter-screen; stronger effect = higher value. TR-FRET ratio at 8 µM. 0.4% of 200,000 active. AID 1049; in the data active means TR-FRET ratio above about 2000; further: inactives centre near 1500; reference of the scale not given here
PPARg SRC-1 ag = agonists of human PPARgamma SRC-1 coactivator recruitment; P37231; PPARgamma-SRC-1 coactivator recruitment biochemical assay; activation, % at 8 µM; 0.41% of 200,000 active; in the data active means activation above about 19%;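 further: 0% = DMSO and 100% = reference agonist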
PPARg SRC-2 ag = PPARgamma-driven SRC-2 recruitment agonism; P37231; PPARgamma LBD-SRC-2 recruitment, biochemical; activation, % at 8 µM; 0.34% of 200,000 active; AID 1032; in the data active means activation above about 22%;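 further: 0% = vehicle and 100% = reference agonist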
Lmaj promast = Leishmania major promastigote growth inhibition; inhibition, % at 10 µM; AID 1063; Leishmania major promastigotes, resazurin fluorescence viability; 9% of 200,000 active; in the data active means inhibition above about 50%;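 further: promastigotes grown with compound for 44 hours at 28 °C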
RAM network inh = inhibitors of the yeast RAM network. S. cerevisiae dse1pr::URA3 reporter, 5-FOA growth OD615, 2 d; analog-sensitive cbk1-as2 kinase mutant strain. inhibition, % at 50 µM. 1.8% of 190,000 active;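 active means inhibition above a set limit, 3 SD over mean compound inhibition, cut at about 8.4% in these data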;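 further: 0% = DMSO-only wells with no growth and 100% = 10 µM 1-NA-PP1 full growth; inhibition rescues growth on 5-FOA so higher OD means more RAM inhibition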
PPARg SRC-3 ag = PPARgamma-driven SRC-3 recruitment agonism; P37231; 0.26% of 200,000 active; biochemical PPARgamma/SRC-3 coactivator recruitment assay; activation, % at 8 µM; in the data active means activation above about 23%;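 further: 0% = DMSO and 100% = reference agonist; some compounds past the cut are filed as inactive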
Efa HMGR inh = blocks class II HMG-CoA reductase of Enterococcus faecalis. purified E. faecalis HMGR, NADPH absorbance 340 nm kinetic. inhibition, % at 10 µM. 0.41% of 190,000 active;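 active means inhibition above a set limit, the median over all tested compounds plus 3 SD, cut at about 9.5% in these data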;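 further: enzyme runs in reverse so mevalonate oxidation gives rising NADPH absorbance; 0% = complete reaction with DMSO and 100% = background rate lacking mevalonate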
An asterisk follows results filed as active; . = no result given.

structure	ROMK mod	Efa HMGR inh	Redox H2O2 prof	RAM network inh	PPARg SRC-1 ag	PPARg SRC-2 ag	bIAP inh	Lmaj promast	SRC2 TRFRET art	S1P3 antag	PPARg SRC-3 ag
CC(C)[C@H](NC(=O)c1ccccc1Cl)C(=O)OCc1cc(=O)n2cc(Br)ccc2n1	0.14	4	-1.1	2.1	9	13	-17	5	1951	-14	12
COc1ccc(-n2c(SC3CCOC3=O)nc3ccccc32)cc1 (centres undefined)	.	-1	-0.8	1.5	-1	-2	23	-2	1467	10	-10
COC(=O)c1ccccc1NC(=O)CN(Cc1ccc(Cl)cc1)S(C)(=O)=O	-1.1	-4	-0.1	1.0	4	1	-6	37	1373	.	1
COc1ccccc1-n1cc(CN2CCN(C3CCCCC3)C(CCO)C2)cn1 (centres undefined)	-0.052	0	-1.6	-0.2	0	1	-4	7	1365	-3	2
CCOC(CNC(=O)c1ccc(N2CCc3ccccc32)c([N+](=O)[O-])c1)OCC	0.82	-1	0.1	0.0	-3	5	10	11	1455	-4	-1
CCOC(=O)c1sc(NC(=O)CSc2nc3c(c(=O)n2-c2ccc(F)cc2)SCC3)c(C(=O)OCC)c1C	0.55	-6	0.1	2.1	4	13	9	17	1475	6	4
CCN1CCN(C(=S)Nc2ccc3nc(N4CCN(C)CC4)cc(C)c3c2)CC1	0.34	2	0.2	2.7	4	-1	1	67*	1623	-1	4
O=[N+]([O-])c1ccccc1S(=O)(=O)N1CCN(Cc2ccc3c(c2)OCO3)CC1	.	1	-0.8	-0.4	-1	-6	-7	17	1694	-2	-1
CCOc1ccc(N2C(=O)S/C(=C\c3cccn3C)C2=O)cc1	1.1	1	-0.3	4.4	14	5	2	-13	1555	10	4
O=C(Nc1ccccc1F)c1ccc(Cn2cc(Br)cn2)cc1	-0.082	-2	-0.6	7.4	2	-1	18	-6	1698	-10	4
Cc1cc(N)n2ncc(-c3cccc(Br)c3)c2n1	0.3	-5	-1.4	0.1	6	5	16	41	1520	-7	-3
Cc1ccc(CSCCNC(=O)c2ccc(NS(C)(=O)=O)cc2)cc1	0.093	-1	-0.3	-1.1	2	-7	-12	-2	1566	-9	-1
CCOC(=O)c1c(NC(=O)C2COc3ccccc3O2)sc(C(C)=O)c1C (centres undefined)	.	-6	-2.3	3.0	0	2	23	4	1549	.	3
Cc1cc(=O)oc2cc(OCC(=O)NCC3CCCO3)ccc12 (centres undefined)	0.4	0	0.0	-0.5	-1	7	-11	-4	1516	-16	1
COC(=O)c1ccc(CSc2nc(-c3ccc(OC)cc3)nc3c2c(=O)n(C)c(=O)n3C)o1	-0.11	.	2.4	.	-9	0	.	-6	1382	-20	-5
C#CCOCCOCCOCCNc1nc(N2CCN(C(=O)[C@H]([C@@H](C)CC)n3cc([C@@H](N)CC(C)C)nn3)CC2)nc(N2CCN(C(=O)[C@H](CCCCN)n3cc([C@@H](N)CC(C)C)nn3)CC2)n1	.	-4	0.2	-0.4	-7	-1	-25	-9	1554	2	-2
CC(Cc1cccs1)NC(=O)Nc1ccc([N+](=O)[O-])cc1 (centres undefined)	0.021	-4	0.6	4.6	3	1	16	15	1426	15	6
O=S1(=O)CCC(NC(=S)SCc2ccccc2Br)C1 (centres undefined)	.	2	0.0	-0.7	6	-3	23	90*	1595	-7	2
CCN(CC)C(=O)CSc1nnc(CCCCCNC(=O)OC(C)(C)C)o1	.	-3	1.3	-0.1	14	3	0	-7	1429	6	-2
CC1(C)CC(=O)C2=C(C1)OC(c1ccncc1)C(C#N)=C2N (centres undefined)	-0.042	-3	-0.3	1.6	7	5	9	-2	1518	-1	22
CC1CCCN(c2ccc(C(=O)NCc3cccs3)cn2)C1 (centres undefined)	.	4	-1.1	1.0	8	7	15	-1	1677	12	10
CC(=O)Nc1ccc2c(c1)CCC2=O	.	0	2.0	1.2	0	-4	8	-6	1479	.	-8
O=C(CCN1C(=O)C2C3C=CC(C3)C2C1=O)NC1CCCc2ccccc21 (centres undefined)	.	-7	2.6	1.5	-3	-1	1	-6	1557	8	-8
COc1ccc(/C=C2/SC(=O)NC2=O)cc1	-1.2	1	-0.5	-1.1	4	7	3	0	1602	-7	3

Record cards, from the list above.
CC(=O)Nc1ccc2c(c1)CCC2=O is entered as ROMK mod: .; Efa HMGR inh: 0; Redox H2O2 prof: 2.0; RAM network inh: 1.2; PPARg SRC-1 ag: 0; PPARg SRC-2 ag: -4; bIAP inh: 8; Lmaj promast: -6; SRC2 TRFRET art: 1479; S1P3 antag: .; PPARg SRC-3 ag: -8
O=C(CCN1C(=O)C2C3C=CC(C3)C2C1=O)NC1CCCc2ccccc21 (centres undefined) is entered as ROMK mod: .; Efa HMGR inh: -7; Redox H2O2 prof: 2.6; RAM network inh: 1.5; PPARg SRC-1 ag: -3; PPARg SRC-2 ag: -1; bIAP inh: 1; Lmaj promast: -6; SRC2 TRFRET art: 1557; S1P3 antag: 8; PPARg SRC-3 ag: -8

More results.
structure	ROMK mod	Efa HMGR inh	Redox H2O2 prof	RAM network inh	PPARg SRC-1 ag	PPARg SRC-2 ag	bIAP inh	Lmaj promast	SRC2 TRFRET art	S1P3 antag	PPARg SRC-3 ag
Cc1ccc(C(=O)O/N=C/c2c(C)nn(C)c2Cl)cc1	-0.43	0	-0.1	5.2	1	0	0	1	1574	-12	2
O=C(N/N=C\C=C\c1ccco1)c1cc(-c2ccc3ccccc3c2)n[nH]1	.	1	1.3	3.6	-2	11	2	13	1522	2	1
COC(=O)CSc1n[nH]c(-c2cccnc2)n1	-1.5	-5	0.2	1.2	0	-4	8	-4	1346	.	-11
CS(=O)(=O)N1CCN(c2cccc(Cl)n2)CC1	.	-4	-0.2	1.2	8	7	7	-6	1600	.	10
CC1CCc2sc3ncn4nc(C(=O)NCc5ccco5)nc4c3c2C1 (centres undefined)	.	1	-2.2	2.0	-3	-1	8	11	1522	9	-7
CC(C)(C)C(=O)Cn1ncc(Cl)c(Cl)c1=O	0.72	-1	-1.7	4.2	16	8	4	34	1517	-1	5
O=C1CC(Cc2ccccc2)C(=O)N1c1ncccn1 (centres undefined)	0.89	-6	-0.4	1.9	0	-3	-13	-3	1473	9	2
COc1ccc(N(CC(=O)N2CCCCCC2)S(=O)(=O)c2c(C)[nH]c(=O)[nH]c2=O)cc1	.	-5	-1.0	2.0	3	2	0	-2	1551	.	-1
COC(CNC(=O)c1cccc2c1C(=O)N(Cc1cccnc1)C2)OC	0.2	-6	-0.1	0.3	2	8	3	-2	1531	.	4
CCC(C)NCCOc1ccc(C)cc1[N+](=O)[O-] (centres undefined)	0.12	-6	-1.7	0.4	4	6	7	19	1729	-2	0
CN1CCN(S(=O)(=O)c2ccc(NC(=O)c3cccc(S(=O)(=O)N4CCCC4)c3)cc2)CC1	0.31	-3	-0.1	-1.4	7	-9	0	3	1633	-33	-8
Cc1cc(S(=O)(=O)N2CCCCCC2)c(Cl)cc1Cl	0.1	0	0.2	1.4	-2	0	42	3	1486	.	-6
COC(=O)c1ccc2c(c1)C(=O)/C(=C/c1ccc(O)cc1)O2	1.5	1	-0.5	1.2	10	4	-4	-2	1628	-4	2
CCN(CC)S(=O)(=O)c1ccc2[nH]cc(C(=O)NCCCN3CCCCC3)c(=O)c2c1	0.13	5	0.5	1.9	4	4	12	-4	1760	8	-3
Cc1cc(SCC(=O)Nc2cccc(S(=O)(=O)NC3=NCCCCC3)c2)c(C)cc1Br	-2	-8	-0.5	8.2	2	12	-6	0	1653	-23	7
COc1cccc(C(=O)N(c2ccccc2)C2C=CS(=O)(=O)C2)c1 (centres undefined)	-0.24	-1	0.2	0.5	-3	-2	7	-6	1497	0	-1
CCOC(=O)c1[nH]c2c(c1-c1ccccc1)C(=O)CC(c1ccccc1)C2 (centres undefined)	0.34	-2	0.5	5.2	4	8	-5	13	1545	-6	1
CCC(C)(C)NC(=O)CCn1c(-c2ccccc2)cc(C(C)=O)c1C	-0.26	2	0.2	0.4	7	10	0	4	1633	-11	-1
CC(C)(C)C(=O)COC(=O)c1c2c(nc3ccccc13)CCC2	-1.6	0	-2.3	1.2	-10	-9	0	7	1491	-15	-1
Cc1ccc(-c2nnc(N3CCOCC3)c3ccccc23)cc1S(=O)(=O)NCc1cccnc1	-0.91	1	0.2	1.0	4	5	-8	3	1580	-15	2
O=C(CCc1nc(-c2ccc(Cl)cc2)no1)NCC1CCCO1 (centres undefined)	0.63	-6	0.3	2.2	0	-5	4	2	1512	-8	0
CCCCCCC1NC(C(=O)O)CS1 (centres undefined)	.	3	2.4	1.1	-8	-5	8	-1	1413	.	8
CC1(C)CC(NC(=O)CCC2CCCC2)CC(C)(C)N1	0.051	2	1.1	0.9	-6	-1	6	-1	1230	-19	3
Nc1nnc(CCS(=O)(=O)c2cc(Cl)ccc2Cl)s1	.	-8	-0.5	0.3	-2	0	0	-4	1393	77*	10
CCCCOc1cccc(OCCCC)c1C(=O)Nc1cc(C)on1	.	2	1.8	0.5	0	4	12	17	1558	22	6
CCOc1ccc2nc(NCCNC(=O)Nc3cccc(C)c3)c(C#N)cc2c1	.	2	1.2	3.4	-9	-6	-79	7	1530	13	-1
O=C1O/C(=C/c2ccccc2)c2ccccc21	0.31	1	0.0	-0.3	-2	8	-1	-4	1637	8	0
CCOC(=O)c1sc2c(c1C)c(=O)c(C(=O)OCC)cn2CC	-0.32	-3	0.8	1.9	7	4	-2	11	1848	.	2
Cc1ccccc1NC(=O)C1CCN(c2cc(-c3ccccc3)nc3ncnn23)CC1	-1.1	-2	1.7	4.0	6	-2	0	12	1590	.	-5
Cc1ccccc1N1C(=O)C2ON(c3ccccc3)C(c3ccncc3)C2C1=O (centres undefined)	0.41	0	-0.7	-0.6	7	10	-4	-7	1578	.	4
COc1ccccc1N(CC(=O)NCc1ccco1)S(C)(=O)=O	-0.13	-4	-0.8	1.1	8	4	-9	-4	1370	-23	0
COc1cc2c(cc1OC)C(C)N(C(=O)c1cc3n(n1)C(C(F)(F)F)CC(c1ccco1)N3)CC2 (centres undefined)	.	-10	2.8	0.3	-1	18	-1	10	1561	5	10
CC1=C(C(=O)N2CCCCCC2)C2(CCC(C)CC2)OC1=O (centres undefined)	.	-7	0.8	0.9	8	6	3	-3	1721	2	7
O=C(NCc1ccccn1)C(=O)NCC(c1ccco1)N1CCOCC1 (centres undefined)	0.86	-4	-1.7	0.1	4	9	-22	-11	1520	-24	0
C=CCOC(=O)C(C#N)c1nc2ccccc2nc1N1CCN(Cc2ccccc2)CC1 (centres undefined)	-1.5	-4	0.3	1.6	1	-5	8	51*	1634	-14	-7
Cc1ccc2ncnc(Nc3ccc(C)c(C)c3)c2c1	0.45	1	0.2	0.6	-2	5	25	73*	1525	.	10
Cc1ccc2c(c1)nnn2C1CCN(CC(=O)NNC(=O)c2ccco2)CC1	-0.31	-4	-1.1	2.1	4	7	-26	-6	1648	4	6
CN(C)S(=O)(=O)c1cc(NC(=O)COC(=O)c2ccc3c(c2)OCO3)ccc1Cl	.	-6	0.5	1.0	-3	5	10	-7	1575	7	5
